PLK1 PBD inh: qHTS for Inhibitors of PLK1-PDB (polo-like kinase 1 - polo-box domain): Primary Screen; Plk1 PBD binding of FITC phosphopeptide, fluorescence polarization; Potency, µM, for the others: max response, negative = inhibition, actives largely listed as inhibitors; 2.8% of 360,000 active; further: potency means the concentration at half of the fitted maximal effect; series mostly up to about 57 µM; on the % scale 0 is the no-effect control and ±100 the full control effect; nearly all actives have a fitted effect of over 65% in size
Target sequence (P53350 whole entry, looked up, the tested form may be a part): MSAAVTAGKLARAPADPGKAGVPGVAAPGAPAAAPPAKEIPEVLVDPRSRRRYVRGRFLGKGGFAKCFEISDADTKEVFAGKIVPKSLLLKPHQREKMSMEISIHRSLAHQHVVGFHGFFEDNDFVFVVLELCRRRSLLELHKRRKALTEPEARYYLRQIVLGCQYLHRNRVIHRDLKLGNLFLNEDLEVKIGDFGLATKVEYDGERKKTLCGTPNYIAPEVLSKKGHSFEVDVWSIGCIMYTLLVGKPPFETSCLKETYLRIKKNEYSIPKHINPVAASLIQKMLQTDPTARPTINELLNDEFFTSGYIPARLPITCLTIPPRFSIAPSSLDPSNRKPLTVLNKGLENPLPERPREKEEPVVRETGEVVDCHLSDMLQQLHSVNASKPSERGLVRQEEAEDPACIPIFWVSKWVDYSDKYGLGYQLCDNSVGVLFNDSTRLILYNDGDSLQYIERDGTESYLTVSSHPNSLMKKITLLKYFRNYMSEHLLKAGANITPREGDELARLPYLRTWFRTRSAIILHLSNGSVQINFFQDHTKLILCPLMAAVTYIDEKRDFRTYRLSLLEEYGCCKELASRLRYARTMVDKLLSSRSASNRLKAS
PI5P4K alpha inh: qHTS for Inhibitors of phosphatidylinositol 5-phosphate 4-kinase (PI5P4K); Phosphatidylinositol 5-phosphate 4-kinase type-2 alpha (Homo sapiens), P48426; AID 652105, 2013; 1.2% of 330,000 active; max response, %; PI5P4Kalpha enzyme, ADP-Glo luminescence, 60 min; active compounds read low; active means max response of -50% or lower; inconclusive means between -30% and -50%; inactive means -30% or higher; further: value at the top dose of about 77 µM; on the % scale 0 is the no-effect control and ±100 the full control effect
Target sequence (P48426 whole entry, looked up): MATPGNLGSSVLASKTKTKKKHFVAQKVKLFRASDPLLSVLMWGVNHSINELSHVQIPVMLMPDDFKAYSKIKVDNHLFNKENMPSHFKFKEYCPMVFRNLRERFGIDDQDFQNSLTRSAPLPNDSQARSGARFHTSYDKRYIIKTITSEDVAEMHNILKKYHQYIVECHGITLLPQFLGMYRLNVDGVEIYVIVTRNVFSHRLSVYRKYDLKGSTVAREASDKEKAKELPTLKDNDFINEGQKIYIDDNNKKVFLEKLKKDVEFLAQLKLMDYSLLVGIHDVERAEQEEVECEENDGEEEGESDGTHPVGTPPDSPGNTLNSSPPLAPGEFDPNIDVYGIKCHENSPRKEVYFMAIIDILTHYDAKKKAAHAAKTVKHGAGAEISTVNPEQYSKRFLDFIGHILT
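Human PI5P4Kalpha with substrate in 0.038 M HEPES pH 7.4, 0.28 mM EGTA, 0.1% CHAPS, 5% DMSO; reaction started with 5 microM ATP (final), 60 min at room temperature. ADP formed read by ADP-Glo luminescence.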
Abeta rescue: qHTS for compounds that reverse cellular toxicity of Amyloid beta (A-beta) peptide in yeast: Primary Screen | yeast expressing A-beta42, growth rescue, OD600, 48 h; response scale: 0% DMSO, 100% iron-clioquinol control | Potency, µM (highest dose often 46.1 µM), without a hit: at the top dose growth rescue, actives largely listed as activators | 0.063% of 410,000 active | AID 1347071, 2019; further: potency means the concentration at half of the fitted maximal effect; nearly all actives have a fitted effect of over 55% in size
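Growth rescue measured by 600 nm absorbance after 48 h yeast culture at 30 C with compound. Values normalized between DMSO and an equimolar ferric chloride plus clioquinol control.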
IL-2 act: qHTS of IL-2 Activators. IL-2 activation reporter assay, cell-based qHTS; stimulated with anti-CD3/CD4/CD28 beads; in transgenic mouse T cells. activation, % (series mostly up to about 46 µM). 0.065% of 360,000 active; in the data active means activation above about 50%; inconclusive means mostly about 30% to 49%; further: 0% is about no effect
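Readout is EGFP and DsRed signal by fluorescent plate cytometry after 18 h at 37 degrees C. Transgenic mouse T cells (750/well) received compound for 60 min before bead stimulation (anti-CD3, anti-CD4, anti-CD28); memory T cells served as non-tolerant control.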
aSyn yeast inh: qHTS of alpha-syn Inhibitors; Yeast expressing alpha-synuclein, growth rescue, BacTiter-Glo, 24 h; Potency, µM (series often up to 46.1 µM), for inactives: at the top dose growth rescue (activation), most hits filed as activators; 0.14% of 370,000 active; AID 652106, 2013; further: potency means the concentration at half of the fitted maximal effect; % of control where 0% means no effect; nearly all actives have a fitted effect of over 65% in size
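Galactose-induced alpha-syn yeast (OD600=0.02, raffinose-pregrown) + pinned cpd, 24 hr, 30 deg C; growth by BacTiter-Glo luminescence. Growth restoration scores as activation.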
EPAC1 antagonist: qHTS for Antagonist of cAMP-regulated guanine nucleotide exchange factor 3 (EPAC1): primary screen. Rap guanine nucleotide exchange factor 3 (Homo sapiens), O95398. EPAC1 GEF assay, Rap1b-BODIPY-GDP exchange fluorescence. Potency, µM (top dose mostly 115 µM), inactives show at the top dose activity change, negative = inhibition, hits mostly inhibitors. 0.14% of 360,000 active. AID 720709, 2013;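 further: potency means the concentration at half of the fitted maximal effect; plate controls were vehicle for no effect and positive control for full effect; nearly all actives have a fitted effect of over 50% in size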
EPAC1 ag: qHTS for Agonist of cAMP-regulated guanine nucleotide exchange factor 3 (EPAC1): primary screen | AID 720707, 2013 | EPAC1 agonist qHTS, biochemical assay; response scale: 100% = response to 6.5 mM cAMP | 0.073% of 360,000 active | Potency, µM (series often up to 154 µM), for the others: at the top dose activation, most hits filed as activators; further: potency means the concentration at half of the fitted maximal effect; nearly all actives have a fitted effect of over 60% in size
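Nucleotide exchange by EPAC1 (100 nM) on Rap1B–BODIPY-GDP (250 nM) in the presence of 50 uM GDP is tracked fluorescently at 480/540 nm over 30 min. Signals are normalized to a 6.5 mM cAMP control.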
FUS suppressor: qHTS for Suppressors of FUS Proteinopathy: Primary screen using FUS-linked yeast assay. S. cerevisiae FUS-expressing, growth rescue, OD600, 24 h. Potency, µM (titrated, usually from 76.6 µM), inactives show top-dose growth rescue (activation), most hits filed as activators. 0.24% of 390,000 active. AID 1347120, 2019;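 further: potency means the concentration at half of the fitted maximal effect; plate controls were DMSO vehicle for no effect and reference control for full effect; nearly all actives have a fitted effect of over 55% in size; some results filed as inactive show a strong effect at the top dose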
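FUS-expressing yeast, raffinose-pregrown, induced in 2% galactose minimal medium at OD 0.005; compounds in a dilution series, 24hr at 30C. Growth restoration read as absorbance at 600 nm. CP55940 positive control, DMSO negative.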
WRN helicase inh: qHTS for Inhibitors of WRN Helicase | 0.46% of 360,000 active | AID 651768, 2012 | Bifunctional 3'-5' exonuclease/ATP-dependent helicase WRN (Homo sapiens), Q14191 | WRN helicase unwinding, fluorescent forked duplex, kinetic | Potency, µM (titrated, usually from 114 µM), inactives show top-dose activity change, negative = inhibition, hits mostly inhibitors; further: potency means the concentration at half of the fitted maximal effect; on the % scale 0 is the no-effect control and ±100 the full control effect; nearly all actives have a fitted effect of over 55% in size
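WRN at 20 nM final was preincubated with compound for 15 min at room temperature; reaction started with 100 nM forked duplex oligonucleotide carrying fluorophore and quencher plus 2 mM ATP (final). Unwinding followed kinetically by red fluorescence (ex 525/em 598 nm).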
Numbers without * were called inactive; u = inconclusive; x = not tested or not shown; & = joins results of further samples; [ ] = dose if it differs, or a comment. Unless noted, the call rests on the fitted dose curve; in most records, active means well fitted curve in the direction sought with a large enough effect; inconclusive means small, poorly fitted or top-dose-only effect, or another doubt; inactive means no such curve, though single readings can be large; an effect the other way counts as inactive or inconclusive.

SMILES	PLK1 PBD inh	PI5P4K alpha inh	Abeta rescue	IL-2 act	aSyn yeast inh	EPAC1 antagonist	EPAC1 ag	FUS suppressor	WRN helicase inh
CCC(=O)N1CCc2cc(S(=O)(=O)N(C)c3ccc(OC)cc3OC)ccc21	0.1%	2.7	4.2%	-0.1	7.1%	5.6%	8.9%	-19.5%	-7.4%
CCCCCCCC(=O)Nc1cc(C(=O)NCCC)ccc1N1CCC2(CC1)CC(c1ccccc1)=NO2	-3.6%	0.4	3.8%	0.4	2.8%	-13.8%	-3.7%	-2.2%	-1.7%
Cc1cc(=O)[nH]c(N/N=C/c2c(O)n(-c3ccccc3)c(=O)c3ccccc23)n1	10.9%	u	-6.3%	-0.4	8.9%	2.3%	8.2%	x	u
CCN(CC)C(=O)C1=C(C)N(CCCOC)C(=O)C(CC(=O)NCCCCc2ccccc2)C1 (stereo unspecified)	4.2%	-3.0	0.0%	0.0	-5.3%	4.2%	-6.3%	-0.9%	9.5%
N#CCN1C(=S)N=C(Nc2cccc(Cl)c2)C12CCCCC2	-17.7%	0.8	8.9%	-1.7	-3.4%	1.7%	-25.3%	-34.9%	u
Cc1cccc2nc(CSc3nncn3-c3ccccc3)cn12	-5.5%	-2.5	-4.2%	1.1	0.4%	11.2%	2.9%	11.3%	3.3%
Cn1cnc([N+](=O)[O-])c1Sc1ncnc2nc[nH]c12	1.8%	0.1	20.3%	1.3	-7.5%&0.7%	-1.2%	4.0%	-7.2%	-4.5%
O=C(COC(=O)c1cccc(OC(F)F)c1)NC(=O)NC1CCCCC1	-1.4%	18.6	u	-3.6	2.6%	-11.3%	-1.5%	13.3%	-0.1%
O=C(O)Cn1cnc2ccccc2c1=O	-2.0%	x	4.6%	-1.0	-11.0%	-5.5%	3.4%	-7.0%	-9.1%
CC(=O)Nc1ccc(N/C=C/C(=O)c2ccco2)cc1	-6.5%	3.7	21.2%	0.0	u	-1.6%	0.0%	1.5%	2.7%
Cc1ccc(-n2nc(C(=O)O)c(O)cc2=O)cc1	1.4%	4.4	1.2%	-1.8	-5.0%	6.9%	-2.4%	19.1%	6.5%
COC(=O)c1ccc(CN2CCCC(C(=O)c3ccccc3OC)C2)cc1 (stereo unspecified)	-0.7%	-6.6	-1.0%	0.9	4.7%	3.7%	5.9%	18.3%	-6.8%
CCn1c(SCC(=O)Nc2ccc3c(c2)OCCO3)nnc1-c1cccs1	-2.2%	x	7.0%	1.2	3.7%	3.1%	-5.5%	10.6%	-1.4%
Cc1cc(NC(=O)NCC(F)(F)F)no1	-5.2%	-1.4	-6.7%	-2.2	1.0%	6.5%	0.6%	7.0%	-1.3%
CCCS(=O)(=O)Nc1ccc(-c2cn3c(n2)SCC3)cc1	u	-1.2	x	0.7	0.2%	1.5%	3.8%	u	-5.3%

3 of the entries above in order of their number in FUS suppressor, rising:
SMILES	FUS suppressor
CCCCCCCC(=O)Nc1cc(C(=O)NCCC)ccc1N1CCC2(CC1)CC(c1ccccc1)=NO2	-2.2%
Cc1cccc2nc(CSc3nncn3-c3ccccc3)cn12	11.3%
O=C(COC(=O)c1cccc(OC(F)F)c1)NC(=O)NC1CCCCC1	13.3%

(list continues)
SMILES	PLK1 PBD inh	PI5P4K alpha inh	Abeta rescue	IL-2 act	aSyn yeast inh	EPAC1 antagonist	EPAC1 ag	FUS suppressor	WRN helicase inh
CCOC(=O)/C=C1\SCC(=O)N1CC(=O)Nc1cc(S(=O)(=O)N(C)C)ccc1C	4.4%	-6.7	13.7%	-0.9	16.1%	14.1%	-1.0%	-2.0%	4.5%
O=C(COC(=O)CNC(=O)C1CCCCC1)Nc1ccc2c(c1)OCCO2	-4.4%	-4.8	3.8%	1.5	1.1%	7.2%	-3.8%	2.2%	2.1%
O=C(c1cc(S(=O)(=O)N2CCOCC2)ccc1Cl)N1CCOCC1	-9.5%	9.0	1.8%	-2.9	-3.7%	-5.8%	3.4%	23.6%	-35.8%
COc1ccc(Br)cc1/C=N/NC(=O)CN1CCCCC1	4.7%	-1.7	-4.8%	-0.4	7.0%	17.4%	-1.5%	11.0%	8.5%
O=C(Nc1ccc(S(=O)(=O)N2CCCC2)cc1)c1ccc2c(=O)n3c(nc2c1)CCCCC3	-1.3%	-4.9	-0.8%	0.5	-19.1%	-4.7%	-5.5%	x	-3.3%
c1ccc(-n2cnnc2SCc2cn3ccsc3n2)cc1	-7.4%	x	19.9%	0.5	0.1%	12.7%	9.8%	17.2%	8.3%
O=C(NCCO)c1ccc2c(c1)S(=O)(=O)c1ccccc1C2=O	-8.4%	-0.8	8.5%	0.2	-1.0%	-4.5%	3.4%	-21.0%	-0.7%
COc1cc(S(=O)(=O)N2CCCC2)c(C)cc1C	3.4%	-1.6	19.7%	-0.7	26.6%	8.2%	2.5%	-1.3%	1.9%
COc1ccc(OC)c(NC(=O)c2ccc3c(c2)CCN3S(C)(=O)=O)c1	-17.0%	-5.4	-9.7%	-0.3	-1.8%	-3.5%	-0.4%	2.7%	10.9%
O=C(CN1CCN(c2ccccn2)CC1)Nc1ccc([N+](=O)[O-])cc1C(=O)Nc1ccccc1F	-6.2%	2.5	1.2%	-2.2	1.4%	u	0.0%	x	-17.4%
CCC(C(=O)OCC(=O)Nc1ccc(SC(F)F)cc1)c1ccccc1 (stereo unspecified)	-5.0%	14.9	u	-0.8	0.5%	-16.2%	4.6%	30.4%	-8.7%
OCCN1CCN(c2ncnc3c2c(-c2ccccc2)cn3-c2ccc(F)cc2)CC1	0.4%	-2.2	10.6%	-0.3	-0.3%	-24.6%	3.4%	8.8%	-8.1%
Cn1c(SCC(=O)N2CCCC2)nnc1-c1ccc(S(=O)(=O)N2CCCC2)cc1	-0.9%	x	3.6%	-2.9	-1.1%	12.3%	0.0%	-4.3%	-3.0%
O=c1c(S(=O)(=O)c2ccc(Cl)cc2)cn(Cc2cccc(F)c2)c2ccc(F)cc12	-16.4%	4.1	15.1%	-0.2	0.9%	-16.4%	7.1%	x	-26.0%
CCOc1ccccc1NC(=S)N1CCN(c2ccccc2F)CC1	-12.6%	-4.9	18.5%	0.2	-10.4%	-16.3%	17.0%	13.0%	5.9%

Pulled by structure from the list above (two):
SMILES	PLK1 PBD inh	PI5P4K alpha inh	Abeta rescue	IL-2 act	aSyn yeast inh	EPAC1 antagonist	EPAC1 ag	FUS suppressor	WRN helicase inh
COc1ccc(Br)cc1/C=N/NC(=O)CN1CCCCC1	4.7%	-1.7	-4.8%	-0.4	7.0%	17.4%	-1.5%	11.0%	8.5%
O=c1c(S(=O)(=O)c2ccc(Cl)cc2)cn(Cc2cccc(F)c2)c2ccc(F)cc12	-16.4%	4.1	15.1%	-0.2	0.9%	-16.4%	7.1%	x	-26.0%

Additional results.
SMILES	PLK1 PBD inh	PI5P4K alpha inh	Abeta rescue	IL-2 act	aSyn yeast inh	EPAC1 antagonist	EPAC1 ag	FUS suppressor	WRN helicase inh
COc1cc(C=O)c(Br)cc1OCC(=O)NCCc1ccccc1	-1.6%	2.0	-10.5%	-2.4	-11.4%	-3.1%	8.0%	-28.8%	0.5%
COc1cc(NC(=O)c2cc(-c3ccc(F)cc3OC(C)C)n[nH]2)cc(OC)c1OC	-10.2%	-6.5	-14.5%	-1.0	-7.7%	-20.0%	-10.5%	u	-12.5%
Cc1ccc(CC2S/C(=N/c3ccccn3)NC2=O)cc1 (stereo unspecified)	-1.3%	1.7	-5.6%	0.6	0.8%	-9.3%	-5.0%	1.2%	3.6%
COc1ccc(CN2C(=O)C(CC(=O)NCc3cccs3)CC(C(=O)N3CCOCC3)=C2C)cc1 (stereo unspecified)	-2.4%	-2.7	-9.4%	-1.4	-7.2%	4.3%	-0.7%	-7.0%	7.5%
COc1ccc(NC(=O)CCc2c(C)nc3nc(CNC(=O)c4cccc(F)c4)nn3c2C)cc1OC	-13.9%	-1.2	-3.4%	-3.8	-2.3%	-8.3%	2.2%	5.9%	1.8%
CC(=O)Nc1nccc(-c2cc(-c3ccccc3)no2)n1	-2.7%	1.2	3.5%	0.7	-5.6%	-1.6%	7.0%	-21.3%	-8.9%
O=C(CCc1ccncc1)N1CCCC(Nc2ccc(F)cc2)C1 (stereo unspecified)	-2.6%	-0.3	9.8%	-0.5	1.0%	-12.4%	-3.3%	-3.0%	1.9%
O=C(Cn1cnc2c(nnn2Cc2ccc(Cl)cc2)c1=O)N1CCN(c2ccccc2)CC1	-8.9%	2.9	7.2%	-3.2	4.2%	-20.5%	1.7%	u	1.9%
CCNS(=O)(=O)c1ccc(NC(=O)Cn2cc([N+](=O)[O-])cn2)cc1	u	6.1	-16.7%	-0.5	5.2%	-12.5%	-4.3%	-11.9%	-2.2%[57.1 µM]
COc1cc(/C=C2/NC(=O)NC2=O)cc(Br)c1OCc1cccc(C(=O)O)c1	-7.6%	-20.1	3.7%	-1.9	5.2%	-7.3%	6.5%	10.7%	-17.1%
COc1ccccc1-c1noc(-c2ccccc2C(=O)Nc2ccccc2)n1	-4.9%	-4.3	6.6%	-0.1	-4.2%	-3.1%	5.0%	-34.4%	1.2%
Cc1cc(C)nc(SCCC(=O)Nc2cccc3ccccc23)n1	-7.6%	0.5	-6.8%	-0.3	3.0%	6.7%	3.2%	5.0%	1.4%

Screening data deposited in PubChem BioAssay by National Center for Advancing Translational Sciences (NCATS).
